# D1 mod = D1 CRE-luciferase signal change, two-sided – cell-based, HEK293 D1, dopamine EC30, D1 allosteric modulator project, primary screen; AID 641, 2007; D(1A) dopamine receptor (Homo sapiens), P21728; 5.9% of 58,000 active; B-score at 10 µM; dopamine EC30 potentiation; actives deviate in either direction;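 active means luminescence count or its row- and column-corrected plate score outside the 99.7% band of the plate's sample wells, on either side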
# HTR1E antagonist = 5-HT1E receptor antagonists, primary screen, cell-based, HTS; 5-hydroxytryptamine receptor 1E (Homo sapiens), P28566; CHO 5-HT1E Ga15 NFAT-bla reporter, FRET, antagonist; inhibition, % at 6 µM; 0.99% of 65,000 active; AID 571, 2007;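 active means inhibition above a set limit, the mean inhibition across every tested compound plus 3 SD, cut at about 29% in these data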;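 further: signal is the 460 over 535 nm emission ratio of beta-lactamase substrate; 0% = agonist plus DMSO wells and 100% = wells without agonist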
# Target sequence (P28566 whole entry, looked up): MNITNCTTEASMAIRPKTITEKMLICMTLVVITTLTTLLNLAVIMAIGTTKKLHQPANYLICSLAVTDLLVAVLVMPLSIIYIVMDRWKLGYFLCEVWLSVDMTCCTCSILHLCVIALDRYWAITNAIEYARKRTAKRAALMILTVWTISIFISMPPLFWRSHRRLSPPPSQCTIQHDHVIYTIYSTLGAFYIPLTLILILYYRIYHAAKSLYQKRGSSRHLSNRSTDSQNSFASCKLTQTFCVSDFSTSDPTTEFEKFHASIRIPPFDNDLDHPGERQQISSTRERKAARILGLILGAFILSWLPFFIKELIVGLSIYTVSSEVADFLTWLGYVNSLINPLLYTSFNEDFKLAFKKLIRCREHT
# 5HT1a ag = human 5-HT1a receptor agonists, primary screen, cell-based, CHO, Ga15 NFAT-bla reporter; CHO 5-HT1a Ga15 NFAT-bla reporter, FRET ratio; 0% basal, 100% maximal reference agonist; AID 567, 2006; 0.56% of 65,000 active; activation, % at 10 µM; 5-hydroxytryptamine receptor 1A (Homo sapiens), P08908;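 active means activation above the screen-wide mean activation plus 3 SD, cut at about 19% in these data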;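 further: 0% = DMSO wells and 100% = 5-CT at EC100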
# 5HT1E ag = 5-HT1E receptor agonists, primary screen, cell-based, HTS; CHO 5-HT1E Ga15 NFAT-bla reporter, FRET; 0% DMSO wells, 100% control agonist wells; 5-hydroxytryptamine receptor 1E (Homo sapiens), P28566; 0.69% of 65,000 active; activation, % at 6 µM;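 active means activation above a set limit, the screen-wide mean activation plus 3 SD, cut at about 8.5% in these data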;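 further: 100% = positive control agonist at 1 µM giving full maximal response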
# S1P3 ag = human S1P3 receptor agonists, primary screen, cell-based, primary and confirmation, NFAT-BLA reporter; S1P3 NFAT-BLA reporter cells, agonism, FRET ratio; relative to 1 µM S1P, basal subtracted; activation, % at 4.5 µM; 0.1% of 60,000 active; AID 373, 2006;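 active means activation above the screen-wide mean plus 3 SD, cut at about 4.5% in these data, passing the limit was not always enough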; further: some compounds called inactive have numbers as strong as hits
# Target sequence (Q99500 whole entry, looked up): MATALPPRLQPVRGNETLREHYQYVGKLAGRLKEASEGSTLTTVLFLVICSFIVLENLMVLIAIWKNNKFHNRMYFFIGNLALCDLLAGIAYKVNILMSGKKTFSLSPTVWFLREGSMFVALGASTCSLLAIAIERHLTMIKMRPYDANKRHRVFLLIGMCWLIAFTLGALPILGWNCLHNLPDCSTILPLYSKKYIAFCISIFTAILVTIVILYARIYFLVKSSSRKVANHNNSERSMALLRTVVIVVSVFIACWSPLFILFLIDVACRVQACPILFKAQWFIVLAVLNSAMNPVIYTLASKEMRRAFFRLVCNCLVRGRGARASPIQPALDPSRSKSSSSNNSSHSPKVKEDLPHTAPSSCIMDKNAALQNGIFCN
#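 material = human S1P3 NFAT-BLA reporter CHO cells | schedule = 4 h compound at 37 °C, 2 h substrate at RT | measured by = fluorescent BLA substrate, ex 405 nm, em 460/535 nm ratio | controls = 1 µM S1P reference | replication = primary once, confirmation triplicate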
# HEK293 NFkB inh = inhibitors of PMA/ionomycin-induced NF-kB reporter, primary screen, antigen receptor NF-kB inhibitor project, cell-based, HEK-293 luciferase reporter, luminescence; AID 465, 2006; inhibition, % at 3 µM; 0.21% of 62,000 active; HEK-293 NF-kB luciferase reporter;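 active means inhibition above the mean of all tested compounds plus 3 SD, cut at about 40% in these data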;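 further: 0% = stimulated DMSO wells and 100% = 10 µM reference inhibitor 5653914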
#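 Timing: 1 h pretreatment, 16 h stimulation, 37 °C; system: HEK-293 cells with stable firefly luciferase reporter driven by four HIV NF-kB elements; doses: 3 µM once, 0.30% DMSO; measured by: luciferase luminescence; control set: DMSO and 10 µM reference inhibitor; repeats: single test; reagent: PMA plus ionomycin mix as NF-kB-activating stimulus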
# Jurkat viability = cytotoxicity toward Jurkat T cells, primary screen, cytotoxicity control, cell-based, Jurkat E6.1, 60K MLSMR library; Jurkat E6.1 viability, ATP luminescence, 48 h; inhibition, % at 4 µM; 1.2% of 56,000 active; AID 463, 2006;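 active means inhibition above the mean inhibition of all tested compounds plus 3 SD, cut at about 28% in these data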
# 5-HT1A blocker = human 5-HT1a receptor antagonists, primary screen, cell-based, CHO, Ga15 NFAT-bla reporter; AID 612, 2007; CHO 5-HT1a Ga15 NFAT-bla reporter, antagonist mode; 0.68% of 62,000 active; inhibition, % at 10 µM; 5-hydroxytryptamine receptor 1A (Homo sapiens), P08908;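 active means inhibition above the mean of all tested compounds plus 3 SD, cut at about 43% in these data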;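 further: receptor stimulated by 5-CT agonist at 100 nM near EC80; beta-lactamase reporter measured by ratiometric fluorescence of a cleavable substrate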
# S1P1 ag-PAM = S1P1 agonists and agonism potentiators, primary screen, cell-based, primary and confirmation screens, CRE-bla reporter | AID 449, 2006 | 0.57% of 56,000 active | activation, % at 9.5 µM | S1P1 CRE-bla cells, forskolin, beta-lactamase FRET, potentiator mode; S1P1 agonist co-added at EC20, 2 nM; 100% = saturating reference agonist, 0% = basal;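 active means activation above a cutoff set at the mean activation of all tested compounds plus 3 SD, cut at about 54% in these data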;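 further: forskolin at 4 µM as EC80 and the EC20 agonist is SEW2871; 100% = SEW2871 at its EC100 plus forskolin at EC80; some compounds past the cut are filed as inactive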
# * marks the source's active call; other numbers are inactive results; x = no result given.
SMILES	D1 mod	HTR1E antagonist	5HT1a ag	5HT1E ag	S1P3 ag	HEK293 NFkB inh	Jurkat viability	5-HT1A blocker	S1P1 ag-PAM
CC1Cc2nc(SCC(=O)OCc3ccccc3)n(C)c(=O)c2S1 (stereo not drawn)	-0.07	6	0.2	1.4	-0.7	20	16	2	-2
COc1ccc(-n2c(=O)c3c4c(sc3n3c(C)nnc23)CC(C)CC4)cc1 (stereo not drawn)	x	-24	-0.7	-0.8	-0.2	x	x	x	9
CCC(=O)N=c1sc2c(OC)ccc(OC)c2n1C	-0.44	4	-2.3	2.0	0.3	1	-4	-6	-49
O=C(Nc1nccs1)c1cc(S(=O)(=O)N2CCCCC2)ccc1Cl	-0.23	5	1.0	-0.9	-0.5	10	0	-2	x
Cc1c(N=Cc2c(O)n(C3CCCCC3)c(=O)[nH]c2=O)c(=O)n(-c2ccccc2)n1C	4.5	10	1.8	-1.1	-4.5	x	x	x	3
COc1ccc(CN2CC(C(=O)NCCCN3CCN(C)CC3)CC2=O)cc1 (stereo not drawn)	x	-11	-0.6	0.2	x	14	x	7	x
Cc1ccc2nc(-c3ccc(NC(=O)c4ccco4)cc3)[nH]c2c1	-0.0094	7	-0.9	-1.8	0.6	-43	-4	19	-7
Cn1c(C(=O)N2CCCC(C(=O)NCCCc3ccccc3)C2)cc2sccc21 (stereo not drawn)	0.041	2	-0.6	0.3	-0.8	22	-1	5	-1
CCCN(Cc1ccccc1)C(=O)Nc1ccc2c(c1)nnn2C	0.2	2	-3.1	-0.1	-1.4	-1	9	11	3
COc1ccc(OC)c(Nc2nc(-c3sc(N)nc3C)cs2)c1	2	18	0.9	2.3	-1.4	1	0	-5	18
O=c1[nH]ncc2c3ccccc3n(Cc3ccccc3)c12	x	10	-0.7	-0.6	-1.7	27	-2	25	20
O=C(Cc1cccs1)Nc1nncs1	0.57	-2	-3.3	-3.0	-0.9	10	-3	8	-6
O=C(Nc1nc2nc(-c3ccccc3)cc(-c3ccccc3)n2n1)c1ccco1	-2.5*	12	-0.3	0.4	0.5	-6	1	9	-10
COc1ccc(-n2c(Cc3cccn3C)nnc2SCC(N)=O)cc1	0.28	17	-2.2	0.0	0.1	13	5	-9	1
Cc1cc(C)c2c(n1)nn1c(C3CC3)cc(C(F)(F)F)nc21	2.6	4	-4.1	-0.2	0.0	6	-2	2	-35
O=C1c2ccccc2C(=O)N1CCCn1c(=O)oc2ccccc21	1.5	14	-4.8	-0.6	-0.8	-2	-5	18	x
CCSc1nnc(NC(=O)C2CCCCC2C(=O)OCC(F)(F)C(F)F)s1 (stereo not drawn)	0.0017	0	-0.6	-0.1	-0.3	9	-1	-10	5
Cc1nnc(SCCn2c(N3CCN(c4ccccc4)CC3)nc3c2c(=O)n(C)c(=O)n3C)s1	-0.2	-6	1.1	0.8	-0.7	19	3	-7	-22
Cc1cc(CN2C(=O)c3ccccc3C2=O)cc(N2CCOCC2)c1	-1.2	-8	0.3	-0.6	0.0	16	-3	4	-25
CCOC(=O)c1ccc(CSc2n[nH]c(C)n2)o1	0.35	6	-4.8	-0.4	-1.3	5	13	2	-13
OCCNc1ncnc2c1c(-c1ccccc1)c(-c1ccccc1)n2Cc1ccco1	5.8*	7	6.3	0.7	-5.4	x	x	x	-18
COc1ccc(NC(=O)CCS(=O)(=O)c2cccc3nonc23)c(OC)c1	-0.021	-9	-2.2	0.0	x	2	x	-3	x
COc1ccc(-n2c(Cc3cccn3C)nnc2SCC(=O)Nc2ccc(F)cc2F)cc1	-0.068	-9	-0.2	0.8	-0.2	13	-2	7	6
CCn1c(C)c(C(C)=O)c(N2CCCCC2)nc1=S	x	-2	-1.4	0.1	1.0	-8	-11	2	-8
COC(=O)CNC(=O)c1cn(CC(C)C)c(=O)c2cc(OC)c(OC)cc12	-0.31	-1	1.8	0.1	x	16	x	-6	x
COc1ccc2nc(SCC(=O)N3CCCCCC3)c(C#N)cc2c1	3.5*	-9	1.6	1.6	-0.6	-6	-2	-7	-10
COc1ccc(Cl)cc1C(=O)Nc1ccc(NC(=O)c2ccco2)cc1	0.72	12	-7.0	0.0	-0.5	17	-2	2	-9
CCOc1cccc(C2c3c(oc4ccccc4c3=O)C(=O)N2c2ccccn2)c1 (stereo not drawn)	0.85	15	2.0	-0.6	-0.9	-8	-4	-5	-14
CCOc1ccc(C)cc1S(=O)(=O)N1CCCCC1	-0.041	-10	-1.2	0.6	-0.2	8	1	-8	-1
O=S(=O)(Nc1ccc(Cc2ccncc2)cc1)N1CCCC1	-0.61	3	0.3	-0.9	-0.8	3	-1	-2	3
Cn1c(Cc2ccccc2)nnc1SCC(=O)Nc1ccc2c(c1)OCCO2	0.13	1	-1.9	-0.3	-0.6	3	-2	-9	2
COC(=O)c1ccccc1NC(=O)CSc1nnc(C(CO)NC(=O)c2ccccc2)n1C (stereo not drawn)	-0.021	-1	-4.4	-0.1	0.3	11	5	-9	-9
CCN(CC)c1ccc(C2C3CCCCC3(O)CCN2CC(=O)N2CCCCC2)cc1 (stereo not drawn)	-0.78	8	-3.5	0.1	-0.3	12	8	18	-3
Cc1cc(-c2ccco2)n2c(nc3ccccc32)c1C#N	x	21	0.0	-0.4	-0.6	20	8	7	-10
Cc1ccc(-c2cc(C(F)(F)F)n3ncc(C(=O)N4CCN(C)CC4)c3n2)cc1	0.41	-11	-0.3	0.8	-0.7	4	1	-10	-23
COc1ccc(Cl)cc1N(CC(=O)N1CCC(C)CC1)S(C)(=O)=O	0.066	4	0.1	-0.3	x	18	x	4	x
COc1ccc(-c2cnc(N)nc2-c2ccc(OC)cc2O)cc1	14*	10	0.1	-0.2	-1.3	16	9	34	45
COC(=O)c1ccc(COc2nc(C)cc(C)c2C#N)o1	3.6*	7	-1.9	0.5	-0.6	13	-4	7	-7
CC1=C(C(=O)OC2CCCCCCC2)C(c2cccc(O)c2)NC(=O)N1 (stereo not drawn)	0.44	-5	-1.2	0.6	-1.3	15	4	-11	-5
CCOC(=O)N1CCC(n2c(=S)[nH]c3cc(OC)c(OC)cc3c2=O)CC1	1.6	-4	-0.2	0.4	x	20	x	-9	x
COc1cccc(C(=O)CSc2nnc(-c3cccs3)o2)c1	-0.1	-5	-0.5	0.5	-0.6	4	-3	-7	-19
O=C(NCc1ccccn1)c1cnc2sccn2c1=O	-0.27	-8	-0.1	0.3	0.5	18	-4	-5	-15
CN(C(=O)c1ccc(Cl)cc1)C1=CCCCC1CCC#N (stereo not drawn)	0.92	-4	-3.2	0.1	-1.2	13	0	3	14
FC(F)(F)c1nnc2ccc(-n3ccnc3)nn12	-0.36	9	2.7	0.5	-0.8	-3	-2	6	-5
COC(=O)C1=C(C)OC(N)=C(C#N)C1C1CCCCC1 (stereo not drawn)	0.037	9	-1.1	-1.1	0.0	1	0	14	-16
CCOC(=O)c1nnn(-c2nonc2N)c1COc1ccccc1	x	9	0.9	-0.1	-0.7	-8	-1	10	-14
CCN(CC)CC(=O)Nc1cc(C)c2c(=O)oc3ccccc3c2n1	0.65	-13	3.7	1.1	0.5	5	-4	-15	-30
COc1ccc(C2C(C(=O)c3cccs3)=C(O)C(=O)N2c2nncs2)cc1 (stereo not drawn)	-1.7	-7	0.8	0.6	x	15	x	2	x
O=C(NCCN1CCCC1)C1(S(=O)(=O)c2ccc(Cl)cc2)CC1	-0.55	-4	-2.8	-0.6	3.1	3	-6	6	-12
Cc1ccc(C)n1-c1ccc(-c2nnco2)cc1	0.74	0	0.1	0.3	-0.7	9	10	2	-1

# Later entries.
SMILES	D1 mod	HTR1E antagonist	5HT1a ag	5HT1E ag	S1P3 ag	HEK293 NFkB inh	Jurkat viability	5-HT1A blocker	S1P1 ag-PAM
Cc1c(C(=O)N2CCCCC2)oc2ccc(S(=O)(=O)N3CC(C)CC(C)C3)cc12 (stereo not drawn)	-1.1	10	-1.3	-0.4	-0.8	30	32*	-6	55
CN(C)C(=O)Cn1nc(-c2ccccc2)c2ccccc2c1=O	0.41	9	-0.8	-1.2	7.8	-4	5	11	-28
CC(=C/C(=O)O)/C=C/c1cccs1	x	-4	1.9	1.1	-0.1	-1	-8	-10	-8
O=C(CSc1nnc(-c2ccc(Br)o2)n1Cc1ccccc1)c1ccccc1F	x	6	-0.4	0.2	0.5	16	3	16	-2
CCc1ccc(N2CCCn3c2nc2c3c(=O)n(CCN3CCOCC3)c(=O)n2C)cc1	-0.38	-1	-1.5	0.5	0.0	10	-5	4	-5
Cc1nn(C)cc1CN(C)C(=O)c1sc2cccc(Cl)c2c1Cl	0.88	4	0.2	-1.4	-1.3	13	1	9	x
O=C(CN1CCN(S(=O)(=O)c2ccc(F)cc2)CC1)Nc1cccc(C(F)(F)F)c1	-0.14	-10	-3.6	-0.1	-0.1	20	0	-5	-17
CCCCOc1ccc(CN(C)c2ncnc(N)n2)cc1	x	32*	-0.3	-0.5	-6.1	x	x	x	4
Cc1nc(NCC2CCCO2)nc2c1C(=O)CC(C)C2 (stereo not drawn)	3.4	-8	0.6	0.1	-1.0	14	-2	-13	-8
O=C1COc2ccc(OCc3ccc(F)cc3)cc21	-2.1	8	-0.8	-0.1	-1.1	-35	4	9	14
COc1ccc(S(=O)(=O)N(C)CC(=O)NC2CC2)cc1	-1.3	0	-0.6	0.2	-0.7	4	-4	-9	-10
COc1ccc(N/C(=N\c2nc(C)cc(C)n2)NC(=O)C(C)C)cc1OC	3.2	2	-1.0	0.5	-0.7	x	x	x	6
COc1cccc(-c2nc(Cc3ccc(OC)c(OC)c3)no2)c1	3.8	10	-2.8	0.0	-2.8	6	10	16	42
COc1ccc(S(=O)(=O)N2CCC(C(=O)NCc3ccccn3)CC2)cc1Cl	0.49	9	-1.1	-0.5	-1.1	8	-2	0	4
COc1ccccc1N1CCN(C(=O)Cn2nnc(-c3cccs3)n2)CC1	0.46	-2	-4.8	0.1	0.2	8	-2	-10	-1

# Assay outcomes from PubChem.
